Source: PubChem BioAssay (several laboratories)
A340 absorber = compound absorbs light at 340 nm; compound absorbance at 340 nm, fold over control; fold change at 10 µM; 65,000 tested, under 10 active; AID 708;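 active = at 10 µM dose, initial 340 nm absorbance at least 2 fold that of control wells; inactive = change under 2 fold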;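 also: initial absorbance extrapolated from kinetic A340 decline of NADH oxidation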
JNK3 blocker = inhibitors of human JNK3 kinase; inhibition, % at 8 µM; purified JNK3 kinase activity, HTS; P53779; 0.61% of 60,000 active; AID 746; in the data active = inhibition above about 17%;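 also: 0% = DMSO and 100% = reference inhibitor; many of its hits are not listed in these tables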
Target sequence (P53779 whole entry, looked up): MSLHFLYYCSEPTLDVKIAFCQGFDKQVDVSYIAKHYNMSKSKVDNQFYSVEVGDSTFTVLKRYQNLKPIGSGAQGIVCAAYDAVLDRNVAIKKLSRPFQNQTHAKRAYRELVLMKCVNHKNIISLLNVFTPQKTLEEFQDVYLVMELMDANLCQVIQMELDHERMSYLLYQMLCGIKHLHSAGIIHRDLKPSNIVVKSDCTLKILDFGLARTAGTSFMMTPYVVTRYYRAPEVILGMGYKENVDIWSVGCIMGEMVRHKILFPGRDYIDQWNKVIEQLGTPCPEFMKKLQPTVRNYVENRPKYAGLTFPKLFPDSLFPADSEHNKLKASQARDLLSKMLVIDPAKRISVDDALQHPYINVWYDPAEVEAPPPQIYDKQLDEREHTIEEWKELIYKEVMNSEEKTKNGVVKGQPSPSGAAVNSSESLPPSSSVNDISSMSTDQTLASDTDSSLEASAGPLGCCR
ROCK2 blocker = ROCK2 (human) kinase inhibition | purified ROCK2, Kinase-Glo ATP depletion luminescence | inhibition, % at 6 µM | 0.35% of 60,000 active | AID 604;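 active = inhibition above the screen-wide mean inhibition plus 3 SD, cut at about 18% in these data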;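 also: plate controls were DMSO wells for no effect and Y-27632 control wells after no-enzyme background subtraction for full effect; many of its hits are not listed in these tables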
MKP-1 inh = human dual specificity phosphatase 1 inhibition; P28562; recombinant MKP-1, OMFP hydrolysis fluorescence; inhibition, %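 (compounds tested at a single concentration somewhere between 10 and 100 µM)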; 0.15% of 65,000 active; AID 374;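 active = inhibition above about 50%, limit read from the data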;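 also: 0% = DMSO max control wells and 100% = wells with enzyme stopped by NaOH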
Target sequence (P28562 whole entry, looked up): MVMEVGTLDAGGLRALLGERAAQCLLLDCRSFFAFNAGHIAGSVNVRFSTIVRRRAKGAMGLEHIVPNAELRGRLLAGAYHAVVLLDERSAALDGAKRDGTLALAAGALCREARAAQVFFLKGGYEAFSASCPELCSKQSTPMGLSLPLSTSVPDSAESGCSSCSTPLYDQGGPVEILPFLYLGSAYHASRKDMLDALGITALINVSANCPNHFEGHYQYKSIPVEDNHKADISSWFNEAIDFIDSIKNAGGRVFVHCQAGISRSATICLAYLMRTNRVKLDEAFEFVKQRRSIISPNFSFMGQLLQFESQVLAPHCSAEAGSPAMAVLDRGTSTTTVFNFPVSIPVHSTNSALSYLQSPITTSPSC
HER2 expr 66K = Her2 kinase expression inhibition | P04626 | SKBR-3 HER2 protein level, AlphaScreen, 18-24 h; stronger effect = lower value | HER2 level % of control, % at 10 µM | 0.69% of 65,000 active;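 active = HER2 level under 5% of the carrier-only control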;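 also: 100% = DMSO carrier and 0% = 500 nM PU-H71 HSP90 inhibitor; lower value means stronger loss of Her2 protein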
Fluor 339 460 = intrinsic fluorescence of library compounds, ex339/em460 – biochemical, MLSMR library, data from DPM-DC assay, artefact control, profiling panel; compound autofluorescence, ex339/em460 nm, NADH buffer; stronger effect = higher value; 1 = no-compound wells, NADH background; fluorescence fold increase at 10 µM; 5.5% of 65,000 active;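 active = at 10 µM, mean starting fluorescence two-fold or more over control wells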;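 also: signal is the first read of a kinetic run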
Hsp90 block = displaces geldanamycin probe from tumor Hsp90; P07900; NCI-N417 lysate Hsp90, Cy3B-geldanamycin FP displacement; inhibition, % at 30 µM; 0.35% of 64,000 active;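 active = inhibition above 50%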;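 also: 0% = tracer plus lysate wells and 100% = tracer alone without lysate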
PKA inh = blocks human protein kinase A activity | 0.1% of 65,000 active | inhibition, % at 6 µM | P17612 | PKA Kemptide phosphorylation, Kinase-Glo ATP luminescence;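 active = inhibition above the screen-wide mean inhibition plus 3 SD, cut at about 21% in these data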; also: many of its hits are not listed in these tables
Cdc25B block = inhibitors of human Cdc25B phosphatase. P30305. recombinant Cdc25B, OMFP fluorescence Ex485/Em525. inhibition, %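 (compounds tested at 10 µM final in the well)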. 0.1% of 65,000 active; in the data active = inhibition above about 50%
An asterisk follows results filed as active; / = no result given.

SMILES | A340 absorber | JNK3 blocker | ROCK2 blocker | MKP-1 inh | HER2 expr 66K | Fluor 339 460 | Hsp90 block | PKA inh | Cdc25B block
Cc1cc2c3c(c1C)C1(C(=O)N3C(C)(C)CC2C)C(C#N)=C(N)Oc2n[nH]c(C)c21 (stereo not drawn) | 1 | -6 | 4 | 15 | 92 | 1.1 | -3 | 2 | -9
CN(C)c1ccc(NC(=O)Nc2cccc(Cl)c2)cc1 | 0.99 | -17 | 0 | 1 | 76 | 1 | 7 | -2 | 2
CCC1CCCCN1C(=O)CSc1nnc(-c2ccco2)o1 (stereo not drawn) | 1 | 7 | 2 | 1 | 116 | 1 | -2 | 6 | -18
CC(C)(C)NC(=O)c1ccc2c(c1)C(=O)N(C1CCCCC1)C2=O | 1 | -2 | -6 | 6 | 91 | 1.1 | -1 | -5 | 5
O=C(CSc1nnnn1-c1cccc2ccccc12)N1CCOCC1 | 1 | 1 | 6 | -6 | 110 | 1.1 | -6 | 8 | -1
Cc1cc(Nc2ccc(F)cc2)n2nc(C)nc2n1 | 1 | -10 | -1 | -2 | 117 | 1.1 | 0 | 4 | -3
O=C(O)CCc1ccc(-c2ccc(F)cc2)n1Cc1ccco1 | 1 | 1 | 2 | 7 | 116 | 1.1 | -18 | 8 | -2
CCOC(=O)N1CCC(NC(=O)C2CCN(c3ccc(N4CCOCC4)nn3)CC2)CC1 | 1 | -1 | 2 | 12 | 60 | 4.9* | -4 | 8 | -6
COc1ccc(OCC(=O)Nc2ccccc2OC(F)F)cc1 | 1.1 | 0 | -1 | 5 | 83 | 1.1 | -4 | -2 | -10
CCCOC(=O)c1ccc(-n2nnnc2SCC(=O)N2CCCCC2)cc1 | 1.1 | 1 | -1 | 4 | 118 | 1 | -1 | -2 | -10
CC1(C)CC(=O)C=C(NCc2cccs2)C1 | 0.99 | -1 | 7 | -1 | 73 | 1.1 | -2 | 8 | -21
COCCn1c(SCC(=O)c2[nH]c(C)c(C(C)=O)c2C)nc2ccccc21 | 1.1 | 2 | 5 | 9 | 96 | 1.1 | -4 | 6 | -11
Cc1cc(C(=O)OCC(=O)N2CCN(C(=O)c3ccco3)CC2)c(C)n1-c1ccc(F)cc1 | 1 | 4 | 3 | 32 | 72 | 1.1 | 0 | -3 | 2
O=C(Cn1nc(-c2ccccc2)c2ccccc2c1=O)Nc1ccccn1 | 1.1 | -3 | -2 | 9 | 136 | 1.1 | -5 | 0 | -6
Cc1cc(C)nc(N2CCCC(C(=O)Nc3ccc4c(c3)OCO4)C2)n1 (stereo not drawn) | 0.99 | -6 | 4 | -8 | 88 | 1 | 2 | 11 | -8
CCNCCNC(=O)c1c(O)c2cccc3c2n(c1=O)CCC3 | 1 | / | / | 2 | 128 | 1.2 | / | 8 | -3
CC(C)CCn1c(N2CCC(C(N)=O)CC2)nc2c1c(=O)[nH]c(=O)n2C | 1 | -1 | 13 | -1 | 101 | 1.1 | 1 | 4 | 5
Cc1nccn1CCC(=O)O | 1 | 0 | -4 | 14 | 78 | 1.1 | -3 | -3 | 0
Cc1[nH]c(C)c2c(=O)n(-c3ccccc3)ncc12 | 1 | -7 | 4 | 13 | 93 | 1.1 | -5 | 18 | -10
Cc1cc(NC(=O)CSc2nc(-c3ccccc3)c(C#N)c(=O)[nH]2)no1 | 1.1 | 10 | 5 | 8 | 139 | 1.1 | 2 | 2 | -10

Fetched one by one from the entries so far, two records:
SMILES | A340 absorber | JNK3 blocker | ROCK2 blocker | MKP-1 inh | HER2 expr 66K | Fluor 339 460 | Hsp90 block | PKA inh | Cdc25B block
Cc1nccn1CCC(=O)O | 1 | 0 | -4 | 14 | 78 | 1.1 | -3 | -3 | 0
Cc1cc(Nc2ccc(F)cc2)n2nc(C)nc2n1 | 1 | -10 | -1 | -2 | 117 | 1.1 | 0 | 4 | -3

The results go on.
SMILES | A340 absorber | JNK3 blocker | ROCK2 blocker | MKP-1 inh | HER2 expr 66K | Fluor 339 460 | Hsp90 block | PKA inh | Cdc25B block
CCOC(=O)C(C)(C)Sc1nc2c(cnn2-c2ccc(C)cc2)c(=O)[nH]1 | 0.98 | -2 | 4 | 14 | 85 | 1.1 | -1 | 13 | 34
O=C(NCc1ccco1)c1cc2n(n1)C(C(F)(F)F)CC(c1ccc(Cl)c(Cl)c1)N2 (stereo not drawn) | 1 | 2 | 1 | 20 | 66 | 1.1 | -1 | 4 | 2
CCN(CC)C(=O)CSc1nc2ccccc2c(=O)n1-c1cccc(OC)c1 | 1 | -2 | 5 | 6 | 74 | 1 | 0 | 7 | -13
O=C(Cc1ccccc1)Nc1nnc(-c2ccco2)s1 | 1.1 | -9 | -1 | -11 | 86 | 1.3 | 3 | -1 | 11
O=C(CSc1nc2ccccc2c(=O)n1Cc1ccco1)N1CCN(c2ccccc2)CC1 | 1 | / | / | 8 | 112 | 1.1 | / | 3 | -11
CCn1c(=O)c(C(=O)NCCCO)c(O)c2ccccc21 | 1 | 0 | 1 | -7 | 102 | 1.1 | 3 | -1 | 0
CCOC(=O)c1cnc2c(OC)cccc2c1N1CCN(c2ccccc2OC)CC1 | 1.1 | -1 | 6 | 11 | 95 | 1.1 | -6 | 8 | -15
CC(=O)c1cccc(NC(=O)N2C3CCC2CC(O)(c2cccnc2)C3)c1 (stereo not drawn) | 1 | 1 | 4 | -4 | 94 | 1 | -1 | 16 | -7
COc1ccccc1NC(=O)Cn1c(=O)oc2ccccc21 | 1.1 | 2 | 8 | 18 | 91 | 1.1 | -3 | 10 | -13
CC(C)(C)c1cc(NS(=O)(=O)c2ccc3c(c2)OCCO3)on1 | 1 | 3 | 9 | 9 | 113 | 1 | -4 | 12 | 2
CCC(NC(=O)c1ccccc1NC(=O)c1ccccc1)C(=O)O (stereo not drawn) | 0.99 | 1 | 7 | -4 | 90 | 1.1 | -4 | 14 | -12
CCOc1cc(C(=O)Nc2ccc(S(=O)(=O)N3CCOCC3)cc2)cc(OCC)c1OCC | 1.1 | 1 | 1 | 27 | 121 | 1 | -4 | -6 | 2
CCN(CC)C(c1ccc(C)cc1)c1nnnn1C1CCCCC1 (stereo not drawn) | 1 | 0 | 1 | -11 | 109 | 1 | -3 | 8 | -7
O=C(CCN1CCC(c2ccccc2)C1)c1cccs1 (stereo not drawn) | 1 | -11 | 7 | 14 | -45* | 1.1 | -1 | 8 | -18
Nc1nc(OCC(F)(F)F)cc(Oc2ccccc2F)n1 | 1.1 | -1 | -2 | 4 | 109 | 1.1 | 1 | -7 | -6
CCOc1ccccc1CN1CCN(S(C)(=O)=O)CC1 | 1 | 7 | 3 | 3 | 96 | 1.1 | 1 | 10 | 2
CCCc1cc(Nc2c(C)n(C)n(-c3ccccc3)c2=O)n2c(nc3ccccc32)c1C#N | 1 | -13 | 4 | -3 | 137 | 1.2 | 1 | 3 | 1
CN1CCN(S(=O)(=O)c2ccc(N)cc2)CC1 | 1 | / | / | 2 | 99 | 1.1 | / | / | -12
Cc1cccc(OCc2nnc(SCC(=O)c3ccccc3)o2)c1 | 0.98 | 7 | 2 | -3 | 93 | 1 | 0 | -2 | -4
Cc1ccc(C2C(=O)N(C3CCCC3)CC(=O)N2CC2COc3ccccc3O2)cc1 (stereo not drawn) | 1 | / | / | -18 | 88 | 1.1 | -1 | -2 | 4
O=C(O)C1CCCN(S(=O)(=O)c2ccc(F)cc2)C1 (stereo not drawn) | 1 | -8 | 0 | 12 | 97 | 1.1 | -2 | -2 | -4
CCS(=O)(=O)c1ccc(S(=O)(=O)CC)s1 | 1 | 2 | 5 | 7 | 99 | 1 | -3 | 3 | -2
COc1ccc(N2C(=O)CC(NCc3ccncc3)C2=O)cc1 (stereo not drawn) | 1 | 0 | 6 | -7 | 79 | 1.1 | -3 | 8 | 2
COc1cccc(-c2nn3c(-c4ccco4)nnc3s2)c1 | 1 | 2 | 4 | -18 | 134 | 1.1 | -5 | 6 | 8
CCOC(=O)c1oc2cc(O)ccc2c(=O)c1-c1csc(C)n1 | 1.1 | 2 | 4 | -3 | 93 | 1 | 2 | 15 | -26
CC(=N/O)/C(=N\O)c1ccc(C)o1 | 0.99 | -1 | 3 | -24 | 112 | 1.1 | -2 | 2 | -17
COc1cccc(NC(=O)c2ccc(S(=O)(=O)N3CCCCC3)cc2)c1 | 1 | 1 | -3 | 2 | 71 | 1 | 2 | 2 | -12
Cc1cc(C(=O)OCCO)c(C#N)c(N)n1 | 1 | 1 | -8 | 0 | 97 | 2.9* | -6 | -3 | -6
Cc1cccc(-n2ncc(C#N)c2N)c1 | 1 | 4 | 2 | -6 | 83 | 1 | 0 | 2 | -2
C=CCn1c(SCCN2CCOCC2)nc2c1c(=O)[nH]c(=O)n2C | 1 | -1 | -1 | 14 | 47 | 1.1 | -1 | -7 | -5
O=S(=O)(NC1CC1)c1ccc(S(=O)(=O)N2CCCc3ccccc32)cc1 | 0.98 | 3 | 7 | -31 | 90 | 1 | -3 | 10 | -7
Fc1ccc(OCCOCCNCC2CCCO2)cc1 (stereo not drawn) | 1 | -3 | -18 | -8 | 131 | 1 | 2 | -3 | -21
CCOc1ccc(CNC(=O)CCn2c(=O)oc3ccccc32)cc1 | 0.97 | 1 | 3 | 5 | 80 | 1.1 | -2 | 11 | -14
Cc1nc(C)c2c(=O)cc(-c3ccccc3)[nH]c2n1 | 1.1 | -2 | -1 | 1 | 51 | 1.8 | -4 | -2 | 1
O=C(CSc1nnc(CNC(=O)c2c(F)cccc2Cl)o1)Nc1ccc2c(c1)OCCO2 | 1.1 | / | / | -11 | 102 | 1.1 | -3 | 7 | -18
COc1ccc(NC2CC(=O)N(C)C2=O)cc1 (stereo not drawn) | 1 | -2 | -5 | -7 | 143 | 1 | 2 | -3 | 16
c1ccc(-c2nnc3sc(Cc4cccs4)nn23)cc1 | 1 | 7 | 1 | -3 | 49 | 1.1 | -8 | 0 | 18

Among those listed so far, 8 contain an aryl methoxy group:
SMILES | A340 absorber | JNK3 blocker | ROCK2 blocker | MKP-1 inh | HER2 expr 66K | Fluor 339 460 | Hsp90 block | PKA inh | Cdc25B block
COc1ccc(OCC(=O)Nc2ccccc2OC(F)F)cc1 | 1.1 | 0 | -1 | 5 | 83 | 1.1 | -4 | -2 | -10
CCN(CC)C(=O)CSc1nc2ccccc2c(=O)n1-c1cccc(OC)c1 | 1 | -2 | 5 | 6 | 74 | 1 | 0 | 7 | -13
CCOC(=O)c1cnc2c(OC)cccc2c1N1CCN(c2ccccc2OC)CC1 | 1.1 | -1 | 6 | 11 | 95 | 1.1 | -6 | 8 | -15
COc1ccccc1NC(=O)Cn1c(=O)oc2ccccc21 | 1.1 | 2 | 8 | 18 | 91 | 1.1 | -3 | 10 | -13
COc1ccc(N2C(=O)CC(NCc3ccncc3)C2=O)cc1 (stereo not drawn) | 1 | 0 | 6 | -7 | 79 | 1.1 | -3 | 8 | 2
COc1cccc(-c2nn3c(-c4ccco4)nnc3s2)c1 | 1 | 2 | 4 | -18 | 134 | 1.1 | -5 | 6 | 8
COc1cccc(NC(=O)c2ccc(S(=O)(=O)N3CCCCC3)cc2)c1 | 1 | 1 | -3 | 2 | 71 | 1 | 2 | 2 | -12
COc1ccc(NC2CC(=O)N(C)C2=O)cc1 (stereo not drawn) | 1 | -2 | -5 | -7 | 143 | 1 | 2 | -3 | 16

An excerpt; count on the stated rates, not on these rows.
